# FUS yeast rescue – qHTS for Suppressors of FUS Proteinopathy: Primary screen using FUS-linked yeast assay; S. cerevisiae FUS-expressing, growth rescue, OD600, 24 h; Potency, µM (highest dose often 76.6 µM), for the others: at the top dose growth rescue (activation), actives largely listed as activators; 390,000 compounds, 0.24% hits; AID 1347120, 2019;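 further: potency means the concentration at half of the fitted maximal effect; plate controls were DMSO vehicle for no effect and reference control for full effect; nearly all actives have a fitted effect of over 55% in size; some results filed as inactive show a strong effect at the top dose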
#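 Steps: raffinose overnight preculture; dilution to OD 0.005 in 2% galactose minimal medium; compound addition (concentration series); 24hr at 30C, 99% humidity; absorbance read at 600 nm.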
# D3 ag – qHTS of D3 Dopamine Receptor Agonist: qHTS; AID 652048, 2013; max activation, %; D(3) dopamine receptor (Homo sapiens), P35462; D3R DiscoveRx beta-arrestin cells, luminescence, 90 min; 410,000 compounds, 0.58% hits; in the data active means max activation above about 30%; further: 0% is about no effect; mostly tested at two doses, the higher about 12 µM
#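 Agonist-mode cell screen: cells plated at 1500/well and incubated overnight at 37 °C, then exposed to library compounds for 90 min at 37 °C. Detection reagent was added for 30–60 min at room temperature, and luminescence was read.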
# TDP-43 yeast inh – qHTS of TDP-43 Inhibitors; TDP-43 expressing yeast growth rescue, BacTiter-Glo, 24 h; Potency, µM (highest dose often 46.1 µM), for inactives: at the highest dose growth rescue (activation), actives largely listed as activators; 410,000 compounds, 1.8% hits; further: potency means the concentration at half of the fitted maximal effect; % of control where 0% means no effect; nearly all actives have a fitted effect of over 50% in size
#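 Galactose-induced TDP-43 yeast, OD600=0.02, compound pinned; 24 hr, 30 deg C; BacTiter-Glo luminescence for growth. Inhibitors of TDP-43 toxicity read as activators.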
# EPAC2 antagonist – qHTS for Antagonist of cAMP-regulated guanine nucleotide exchange factor 2 (EPAC2): primary screen; Rap guanine nucleotide exchange factor 4 (Homo sapiens), Q8WZA2; EPAC2 GEF exchange of Rap1B-BODIPY-GDP, fluorescence; Potency, µM (top dose mostly 114 µM), without a hit: at the highest dose activity, negative = inhibition, most hits filed as inhibitors; 360,000 compounds, 0.18% hits; AID 720708, 2013; further: potency means the concentration at half of the fitted maximal effect; on the % scale 0 is the no-effect control and ±100 the full control effect; nearly all actives have a fitted effect of over 45% in size; many of its hits are not listed in these tables
# Target sequence (Q8WZA2 whole entry, looked up): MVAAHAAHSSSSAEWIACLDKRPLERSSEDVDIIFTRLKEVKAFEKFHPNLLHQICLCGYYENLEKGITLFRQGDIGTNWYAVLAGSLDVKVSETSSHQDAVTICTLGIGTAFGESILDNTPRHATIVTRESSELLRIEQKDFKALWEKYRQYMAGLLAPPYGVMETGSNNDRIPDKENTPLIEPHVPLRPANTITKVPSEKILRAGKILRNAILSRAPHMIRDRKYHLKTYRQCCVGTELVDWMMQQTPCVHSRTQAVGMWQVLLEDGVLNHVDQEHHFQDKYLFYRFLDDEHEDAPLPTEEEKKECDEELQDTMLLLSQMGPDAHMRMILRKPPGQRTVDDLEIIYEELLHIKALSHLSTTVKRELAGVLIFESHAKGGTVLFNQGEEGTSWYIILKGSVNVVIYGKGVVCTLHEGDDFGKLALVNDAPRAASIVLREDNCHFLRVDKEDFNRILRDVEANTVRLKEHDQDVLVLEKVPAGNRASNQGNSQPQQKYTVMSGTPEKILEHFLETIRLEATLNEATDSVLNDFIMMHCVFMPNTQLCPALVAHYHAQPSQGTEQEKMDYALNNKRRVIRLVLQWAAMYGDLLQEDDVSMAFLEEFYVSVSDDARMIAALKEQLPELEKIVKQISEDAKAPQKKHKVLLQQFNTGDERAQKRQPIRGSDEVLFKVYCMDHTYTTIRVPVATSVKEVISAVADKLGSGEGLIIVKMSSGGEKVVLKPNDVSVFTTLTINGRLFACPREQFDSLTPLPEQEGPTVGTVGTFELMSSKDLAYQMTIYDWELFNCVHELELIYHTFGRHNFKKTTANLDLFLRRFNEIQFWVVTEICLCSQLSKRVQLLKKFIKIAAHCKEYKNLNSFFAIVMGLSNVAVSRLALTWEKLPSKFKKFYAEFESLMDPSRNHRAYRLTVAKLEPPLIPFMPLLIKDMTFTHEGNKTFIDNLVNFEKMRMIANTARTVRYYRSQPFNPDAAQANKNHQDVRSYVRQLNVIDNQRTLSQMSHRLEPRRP
# D3 antag – qHTS of D3 Dopamine Receptor Antagonist: qHTS; max response, negative = inhibition, %; 360,000 compounds, 2.5% hits; AID 652054, 2013; D3R cells, DiscoveRx beta-arrestin luminescence, antagonist mode; hits give low values; in the data active means max response below about -50%; inconclusive means no clear call, values can overlap the other calls; further: on the % scale 0 is the no-effect control and ±100 the full control effect; mostly tested at two doses, the higher about 12 µM
#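 Cells expressing the human receptor were seeded at 1500 cells/well, incubated overnight at 37 degrees C in 5% CO2, then exposed to library compounds with dopamine controls for 90 minutes at 37 degrees C before luminescent detection.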
# Abeta yeast res – qHTS for compounds that reverse cellular toxicity of Amyloid beta (A-beta) peptide in yeast: Primary Screen; yeast expressing A-beta42, growth rescue, OD600, 48 h; response scale: 0% DMSO, 100% iron-clioquinol control; Potency, µM (series often up to 46.1 µM), without a hit: at the top dose growth rescue, usual class: activators; 410,000 compounds, 0.063% hits; further: potency means the concentration at half of the fitted maximal effect; nearly all actives have a fitted effect of over 55% in size
#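 Yeast growth medium received pinned compounds, then yeast cells expressing toxic A-beta were added; plates incubated at 30 C for 48 hr. Growth read as absorbance at 600 nm, normalized to DMSO and equimolar FeCl3 plus clioquinol controls.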
# aSyn yeast inh – qHTS of alpha-syn Inhibitors; Yeast expressing alpha-synuclein, growth rescue, BacTiter-Glo, 24 h; Potency, µM (titrated, usually from 46.1 µM), inactives show at the highest dose growth rescue (activation), usual class: activators; 370,000 compounds, 0.14% hits; further: potency means the concentration at half of the fitted maximal effect; % of control where 0% means no effect; nearly all actives have a fitted effect of over 65% in size
#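 Screening used galactose-induced yeast with toxic alpha-synuclein levels, exposed to compound for 24 hr at 30 deg C. Cell growth, read with BacTiter-Glo luminescence, gave the measured signal.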
# EPAC2 agonist – qHTS for Agonist of cAMP-regulated guanine nucleotide exchange factor 4 (EPAC2): primary screen. Rap guanine nucleotide exchange factor 4 (Homo sapiens), Q8WZA2. EPAC2 activation, biochemical qHTS; response scale: 100% = 6.5 mM cAMP response. Potency, µM (series often up to 154 µM), for the others: at the top dose activation, most hits filed as activators. 360,000 compounds, 0.079% hits; further: potency means the concentration at half of the fitted maximal effect; nearly all actives have a fitted effect of over 50% in size
#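 Setup: EPAC2 100 nM, labeled Rap1B complex 250 nM, free GDP 50 uM. Compound titrations pinned in, brief spin, 5 min room temperature incubation. Kinetic fluorescence read over 30 min, normalized to 6.5 mM cAMP.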
# * marks the source's active call; other numbers are inactive results; ? = inconclusive; nt = no result given; [ ] = dose if it differs, or a comment. Unless noted, the call rests on the fitted dose curve; in most records, active means well fitted curve in the direction sought with a large enough effect; inconclusive means small, poorly fitted or top-dose-only effect, or another doubt; inactive means no such curve, though single readings can be large; an effect the other way counts as inactive or inconclusive.
no.	SMILES	FUS yeast rescue	D3 ag	TDP-43 yeast inh	EPAC2 antagonist
1	N#Cc1cc2c(nc1SCC(=O)Nc1cccc(F)c1)C1CCN2CC1	0%	5	17%	nt
2	Oc1ccc(Br)cc1CN1CCN(c2ccccc2)CC1	18%	-48	26%	-1%
3	OC(CNC1CCCCC1)c1ccccc1 (stereo not given)	8%	-20	-3%	7%
4	COc1ccc(C(=O)C2CCCN(C3CSCCSC3)C2)cc1OC (stereo not given)	24%	-3	14%	2%
5	CC(C)n1c(O)c(C=NCc2cccnc2)c(=O)[nH]c1=S	7%	6	-20%	-12%
6	Cc1cccc(-n2c(O)c(C=NC34CN5CN(CN(C5)C3)C4)c(=O)[nH]c2=O)c1	8%	5	-2%	3%
7	O=C1NC(=O)N(c2ccccc2)C(=O)/C1=C\c1ccc([N+](=O)[O-])s1	43%	-1	-94%[inhibitor]	13%
8	COC(=O)C12CCc3cc(OC)ccc3C1=CC(=O)C2 (stereo not given)	-3%	-12	5%	-17%
9	COc1cc(/C=C/c2nc3ccccc3c(=O)n2-c2ccc(O)cc2)ccc1O	29%	20	-3%	-21%
10	CN1CN(c2cccc([N+](=O)[O-])c2)CN=C1N[N+](=O)[O-]	-7%	3	0%	6%

no.	D3 antag	Abeta yeast res	aSyn yeast inh	EPAC2 agonist
1	nt	-6%	-8%	nt
2	-95*	19%	3%	2%
3	?	2%	-2%	-1%
4	-25	14%	-8%	7%
5	-1	-7%	-8%	10%
6	3	-32%	0%	2%
7	-21	-92%[inhibitor]	12%	5%
8	-18	1%	-10%	9%
9	56	1%	0%	9%
10	20	-11%	-3%	0%

# New compounds follow.
no.	SMILES	FUS yeast rescue	D3 ag	TDP-43 yeast inh	EPAC2 antagonist
11	COc1ccccc1C(=O)C1CCCN(Cc2cnc(C)s2)C1 (stereo not given)	-3%	-10	10%	1%
12	CP(=O)(Nc1ccc(Cl)cc1)c1nc2c(s1)CCCC2 (stereo not given)	11%	3	-20%	3%
13	CC(=O)O[C@H]1[C@H]2O[C@]23[C@@H]2CC[C@]4(O)C[C@@H](O)CC[C@]4(C)C2CC[C@]3(C)[C@H]1c1ccc(=O)oc1 (stereo not given in full)	0%	8	2%	-4%
14	COc1ccc(Nc2ncc(C(=O)N3CCC4(CC3)OCCO4)c3ccccc23)cc1	0%	1	15%	5%
15	CC(=O)c1ccc(NC(=O)c2sc3nc4c(cc3c2N)N2CCC4CC2)cc1	1%	6	19%	nt
16	CCOCN(C(=O)CCl)c1c(C)cccc1CC	-2%	0	8%	-15%
17	Cn1c(=O)oc(=O)c2ccccc21	13%	31*	-17%	-13%
18	C=CCn1c(O)c(C(C)=NC2CC2)c(=O)[nH]c1=O	17%	-7	-14%	-6%
19	CCOC(=O)[C@]12Cc3ccccc3[C@H]1N(C1CCCCC1)C(=O)c1cc(OC)ccc12	44%	-2	?	3.2µM*
20	O=C(Nc1ccc(Cl)cc1C(=O)c1ccccc1Cl)c1ccco1	1%	-12	-20%	10%

no.	D3 antag	Abeta yeast res	aSyn yeast inh	EPAC2 agonist
11	3	11%	3%	12%
12	-3	3%	-4%	-2%
13	62	-12%	3%	5%
14	-8	16%	0%	-4%
15	nt	-16%	-9%	nt
16	10	3%	3%	-2%
17	4	3%	15%	4%
18	-17	-14%	-7%	-2%
19	-15	-92%[inhibitor]	-77%[inhibitor]	12%
20	-16	3%	-13%	2%

# Of the compounds above, these contain a carbonyl joined to an NH by a bond outside any ring.
no.	SMILES	FUS yeast rescue	D3 ag	TDP-43 yeast inh	EPAC2 antagonist
1	N#Cc1cc2c(nc1SCC(=O)Nc1cccc(F)c1)C1CCN2CC1	0%	5	17%	nt
15	CC(=O)c1ccc(NC(=O)c2sc3nc4c(cc3c2N)N2CCC4CC2)cc1	1%	6	19%	nt
20	O=C(Nc1ccc(Cl)cc1C(=O)c1ccccc1Cl)c1ccco1	1%	-12	-20%	10%

no.	D3 antag	Abeta yeast res	aSyn yeast inh	EPAC2 agonist
1	nt	-6%	-8%	nt
15	nt	-16%	-9%	nt
20	-16	3%	-13%	2%

# Three compounds from above, limited to D3 ag:
nr | Compound | D3 ag
17 | Cn1c(=O)oc(=O)c2ccccc21 | 31*
13 | CC(=O)O[C@H]1[C@H]2O[C@]23[C@@H]2CC[C@]4(O)C[C@@H](O)CC[C@]4(C)C2CC[C@]3(C)[C@H]1c1ccc(=O)oc1 (stereo not given in full) | 8
11 | COc1ccccc1C(=O)C1CCCN(Cc2cnc(C)s2)C1 (stereo not given) | -10

# More results.
no.	SMILES	FUS yeast rescue	D3 ag	TDP-43 yeast inh	EPAC2 antagonist
21	COC(=O)C1=C(c2ccccc2OCc2ccccc2)C[C@@H]2CC[C@H]1N2C(=O)NCCc1ccc(F)cc1	14%	-20	-3%	-19%
22	CC1=C(/C=C/c2ccccc2)CCN(C)C1	21%	-22	-21%	1%
23	Cc1ccc(-n2c(/C=C/c3ccc(Br)s3)nc3ccccc3c2=O)cc1	15%	3	?	nt
24	O=C(Cc1cccs1)N1CCC2(CC1)OCCO2	9%	8	-10%	16%
25	CCC(c1ccc(C)cc1)N1C(=O)C2C3CCC(O3)C2C1=O (stereo not given)	-32%	-2	-12%	3%
26	COc1cc2c(cc1OC)C(c1c(O)n(CCc3ccccc3)c(=S)[nH]c1=O)NCC2 (stereo not given)	36%	-10	-2%	0%
27	COc1ccc(-n2c(O)c(C(C)=NC3CC3)c(=O)[nH]c2=O)cc1	7%	0	-5%	-4%
28	CCOc1ccc(-n2c(O)c(C=NCCCn3ccnc3)c(=O)[nH]c2=O)cc1	12%	13	-8%	10%
29	Cc1ccccc1Cn1cccc(C(=O)Nc2cc(Cl)ccc2C#N)c1=O	-10%	4	16%	nt
30	COC(=O)C1=C(c2ccc(OC(F)(F)F)cc2)C[C@@H]2CC[C@H]1N2C(=O)NCCc1ccccc1	32%	9	?	-11%

no.	D3 antag	Abeta yeast res	aSyn yeast inh	EPAC2 agonist
21	-29	10%	9%	10%
22	-63*	1%	1%	7%
23	nt	-12%	nt	nt
24	10	-6%	-3%	10%
25	-4	2%	11%	12%
26	-5	-1%	-1%	8%
27	0	3%	0%	1%
28	-9	-8%	-1%	-4%
29	nt	9%	-7%	nt
30	9	-14%	10%	-7%

# (further entries)
no.	SMILES	FUS yeast rescue	D3 ag	TDP-43 yeast inh	EPAC2 antagonist
31	O=c1nc(/C=C/c2ccc(Cl)cc2Cl)cc(C(F)(F)F)[nH]1	19%	-3	6%	56µM*
32	CN1C(=O)/C(=C\N2CCc3ccccc32)C(=O)NC1=S	33%	0	24%	-2%
33	Cc1cc(S(N)(=O)=O)ccc1N=Cc1c(O)n(-c2ccccc2)c(=O)[nH]c1=O	-7%	3	7%	11%[57.1 µM]
34	Cc1cc(S(=O)(=O)NCc2ccccc2)ccc1OCC(=O)N1CCN(C)CC1	-11%	-2	-15%	-3%
35	CC12CC[C@H]3[C@@H](CCC4(O)C[C@H](O)CCC34/C=N/NC(=O)c3ccccc3Cl)C1(O)CCC2C1=CC(=O)OC1 (stereo not given in full)	-6%	-5	-2%	3%
36	CC(C)(C)c1ccc(OCC(=O)Nc2ccc(Cl)cc2C(=O)c2ccccc2)cc1	-14%	4	22%	nt
37	O=C(Nc1ccccc1F)OC1CN2CCC1CC2 (stereo not given)	1%	-2	-16%	-4%
38	Cc1cccc(OC(=O)N2CCOCC2)c1	-4%	3	22%	-2%
39	CC1(C)OC1COc1c2occc2cc2ccc(=O)oc12 (stereo not given)	7%	-3	0%	3%
40	COc1ccc(OCC(=O)N2CCN(Cc3nc4cc([N+](=O)[O-])ccc4n3C)CC2)cc1	34%	-1	14%	-10%

no.	D3 antag	Abeta yeast res	aSyn yeast inh	EPAC2 agonist
31	-3	-16%	3%	-2%
32	-4	-8%	-2%	-2%
33	7	1%	0%	4%
34	7	5%	-13%	-2%
35	-3	-4%	2%	14%
36	nt	6%	nt	nt
37	-9	5%	1%	-5%
38	22	-1%	1%	5%
39	15	7%	0%	1%
40	10	0%	-1%	9%

# Next results
no.	SMILES	FUS yeast rescue	D3 ag	TDP-43 yeast inh	EPAC2 antagonist
41	CC1(C)C2([N+](=O)[O-])CN3CC1([N+](=O)[O-])CN(C2)C3c1cccnc1 (stereo not given)	4%	10	12%	10%
42	O=P(NC(c1ccccc1)c1ccccc1)(Oc1ccccc1)Oc1ccccc1	-7%	3	-4%	0%
43	COC(=O)C1=C(c2ccc(S(C)(=O)=O)cc2)C[C@@H]2CC[C@H]1N2C(=O)NCc1cccc2ccccc12	?	27	-8%	22%
44	O=C1N(c2cccc(Cl)c2)C(c2cccnc2)N2CCCN12 (stereo not given)	15%	-1	-11%[0.397 µM]	-2%
45	C[C@H](NC(=O)N1C[C@H]2C[C@@H](C1)c1cccc(=O)n1C2)C(=O)Nc1ccccc1F	-17%	-20	-12%	0%
46	c1ccc(CNC2CCCCCCC2)cc1 (tested in a mixture with another compound)	nt	-12	-14%	-4%
47	CC=C(CC)C1(CCC)C(=O)NC(=S)NC1=O	nt	-1	20%	1%
48	C=C(COC(=O)CCC(=O)O)CC1CC(O)[C@]2(C)OC3CC4OC5C[C@]6(C)O[C@]7(C)CCC8OC9C[C@]%10(C)OC%11C(C)=CC(=O)OC%11CC%10OC9C[C@@H](C)C8OC7CC6O[C@]5(C)C/C=C\C4OC3CC2O1 (stereo not given in full)	7.1µM*	-7	14%	1%
49	CN(C)C(=O)Oc1ccc(OCc2nc3ccccc3[nH]2)cc1	14%	-4	-44%[inhibitor]	0%

no.	D3 antag	Abeta yeast res	aSyn yeast inh	EPAC2 agonist
41	-9	-8%	9%	4%
42	8	14%	0%	-3%
43	-6	0%	1%	1%
44	17	3%	0%	3%
45	-13	-26%	1%	5%
46	6	-4%	-2%	11%
47	15	3%	-5%	1%
48	5	13%	-1%	3%
49	-11	-36%[inhibitor]	-31%[inhibitor]	9%

# Bioassay records as filed in PubChem BioAssay.

# These rows are one share of the data, so the mix of outcomes need not match the whole.
